Source: PubChem BioAssay (several laboratories)
GPR55 LPI antagonism = inhibition of LPI-stimulated GPR55 beta-arrestin translocation – imaging, U2OS, beta-arrestin-GFP, LPI agonist, primary screen (AID 2013); one-dose inhibition, % at 10 µM; IC50 in µM for titrated hits; U2OS GPR55 beta-arrestin-GFP translocation imaging, LPI antagonism; higher % means a stronger effect; 290,000 tested, 0.13% active;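 active means spots per cell inhibited over 60%, with over 100 cells counted and total cytoplasm intensity under 500,000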;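 further: U2OS cells stably carrying GPR55 and arrestin-GFP stimulated by 5 µM LPI near EC80; imaged beta-arrestin-GFP aggregate spots per cell after agonist stimulation; plate controls were LPI-stimulated DMSO wells for no effect and DMSO wells without LPI for full effect; some results filed as inactive read as strong as hits; confirmed hits need IC50 under 10 µM and bright autofluorescent wells are also inconclusive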
NTR1 ag = agonists of NTR1, primary screen, imaging, U2OS cells, beta-arrestin-GFP, high content (AID 493036); P30989; NTR1-U2OS beta-arrestin-GFP spot imaging, agonist mode; activation, % at 20 µM; 330,000 tested, 0.17% active;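 active means activation at or above 40% of the spot to cytoplasm intensity ratio, with at least 20 cells analyzed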;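 further: 0% = DMSO without peptide and 100% = 100 nM NTR1 peptide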
Target sequence (P30989 whole entry, looked up): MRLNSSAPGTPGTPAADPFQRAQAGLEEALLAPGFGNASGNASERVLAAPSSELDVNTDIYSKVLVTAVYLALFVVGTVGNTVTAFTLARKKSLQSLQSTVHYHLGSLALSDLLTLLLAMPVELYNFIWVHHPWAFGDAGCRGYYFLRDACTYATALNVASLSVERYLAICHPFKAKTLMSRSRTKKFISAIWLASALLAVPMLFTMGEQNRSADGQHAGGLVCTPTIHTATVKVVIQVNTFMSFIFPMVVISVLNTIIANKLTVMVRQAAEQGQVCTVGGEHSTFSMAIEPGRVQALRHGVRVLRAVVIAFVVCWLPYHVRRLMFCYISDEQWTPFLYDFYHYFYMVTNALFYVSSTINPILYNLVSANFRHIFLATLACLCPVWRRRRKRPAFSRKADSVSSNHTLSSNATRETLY
GPR35 arrestin U2OS = inhibition of zaprinast-stimulated GPR35 beta-arrestin translocation – imaging, U2OS, beta-arrestin-GFP, zaprinast agonist, primary screen (AID 2058) | 290,000 tested, 0.052% active | U2OS GPR35 beta-arrestin-GFP translocation imaging, zaprinast antagonism; higher % means a stronger effect | one-dose inhibition, % at 10 µM; IC50 in µM for titrated hits;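 active means inhibition of at least 50% with at least 30 cells and total cytoplasm GFP at most 10,000,000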
West Nile antiviral = inhibition of WNV-induced cytopathic effect – cell-based, CPE readout (AID 1621); West Nile virus-infected cells, CPE inhibition; higher % means a stronger effect; one-dose CPE inhibition, % at 10 µM; IC50 in µM for titrated hits; 290,000 tested, 0.02% active; in the data active means a potency from the dose series; further: strong numbers were not always called active
KOR beta-arrestin-1 = kappa opioid receptor activators – cell-based, luminescence, uHTS, primary screen (AID 1777); KOR beta-arrestin recruitment, luminescence; higher % means a stronger effect; activation, % at 10 µM; hits with a dose series show EC50 in µM; 280,000 tested, 0.02% active; in the data active means activation above about 50%, passing the limit was not always enough; further: a part of the inactive calls stands beside numbers as strong as those of hits
PhoP inhibition = inhibitors of PhoP regulon expression, primary screen, Salmonella Typhimurium, GFP reporter (AID 1863); one-dose inhibition, % at 50 µM; IC50 in µM for titrated hits; 300,000 tested, 0.16% active; S. Typhimurium PhoP-regulated promoter GFP reporter, 4 h; higher % means a stronger effect;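 active means inhibition over 29.93%, a cutoff 3 SD above the screen mean, later confirmed by dose response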;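 further: 0% = low Mg2+ inducing control and 100% = high Mg2+ repressing control; strong numbers were not always called active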
GPR55 beta-arrestin = GPR55 agonists via beta-arrestin recruitment, primary screen, imaging, U2OS cells, beta-arrestin-GFP redistribution (AID 1961); U2OS GPR55 beta-arrestin-GFP redistribution imaging; higher % means a stronger effect; activation, % at 10 µM, or EC50 in µM where a hit was titrated; 290,000 tested, 0.048% active;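 active means activation above 40% with more than 50 cells counted in the well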;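 further: U2OS osteosarcoma cells stably expressing GPR55 and beta-arrestin-GFP; plate controls were DMSO negative control for no effect and LPI positive control for full effect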
T cell HTS = T cell immune modulation candidate; calls only at 7 µM; 2C CD8+ T cell-vesicle binding, flow cytometry; stronger effect = lower value; 330,000 tested, 0.068% active;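 active means response, share of CD8 T cells binding vesicles, and their 90th percentile fluorescence all below set limits, cut at about 80% in these data, passing the limit was not always enough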
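Assay system: 2C TCR transgenic mouse naive CD8+ T cells, MACS-purified | Read-out: CD8+ gate FL2 mean fluorescence as % of same-row positive control | Signal: High-throughput flow cytometry with anti-B7-1 and anti-CD8 staining | Timing: Binding step 1.5 h, 37 °C, antibody labelling 20 min, ice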
KOR beta-arrestin-2 = kappa opioid receptor blockers – cell-based, luminescence, uHTS (AID 1778); inhibition, % at 10 µM; hits with a dose series show IC50 in µM; 290,000 tested, 0.091% active; KOR beta-arrestin recruitment, luminescence, antagonist mode; higher % means a stronger effect; in the data active means inhibition above about 50%; further: strong numbers were not always called active
T cell HTS vesicle-bound % = also measured in T cell HTS; calls as there; double positive events, %; measured here: CD8+ vesicle-bound cell fraction;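 binding gate set so that unloaded-vesicle control wells show 10% double positive cells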
NTR1 ag cell count 20 µM = also measured in NTR1 ag; calls as there; cell count; measured here: cell count, cytotoxicity flag
Active calls of the source: *; i = inactive; / = no result given; + = active, no number; [ ] = another dose, or the depositor's remark.

SMILES | GPR55 LPI antagonism | NTR1 ag | NTR1 ag cell count 20 µM | GPR35 arrestin U2OS | West Nile antiviral | KOR beta-arrestin-1 | PhoP inhibition | GPR55 beta-arrestin | T cell HTS | T cell HTS vesicle-bound % | KOR beta-arrestin-2
COC(=O)Cc1ccc2c3ccccc3n(C)c2c1 | 1.4% | 3.3 | 66 | 2.3% | 0.0% | 2.6% | 3.1% | -0.1% | i | 55.6 | -18.0%
CSc1ncc(Cl)c(C(=O)Nc2c(C)cccc2C)n1 | -4.4% | -0.2 | 50 | 7.0% | 0.2% | -5.3% | -3.6% | 0.3% | / | / | 4.0%
CC(C)=NNc1nc2sc3c(c2c(=O)[nH]1)CC(C)(C)OC3 | 15.2% | 0.5 | 85 | -6.8% | 0.8% | 2.2% | 3.4% | 0.1% | i | 57.6 | -29.6%
COC(=O)c1cccnc1-n1c(=O)c2cccnc2n(Cc2cccc(C(F)(F)F)c2)c1=O | 0.7% | -0.2 | 73 | 0.5% | -1.2% | -6.5% | -3.6% | -0.4% | i | 43.9 | 15.3%
COc1ccc(-n2c(NNC(C)=O)nc3sc4c(c3c2=O)CCCC4)cc1 | -3.3% | 0.4 | 70 | 3.0% | -0.1% | -0.4% | -5.1% | 0.5% | i | 57.1 | -72.6%[20 µM]
Cc1cc(NC(=O)c2noc3c2CCCC3)nn1Cc1ccc(Cl)cc1 | 1.9% | 2.5 | 80 | 8.3% | / | -2.8% | 9.5% | -0.1% | i | 9.2 | 5.1%
CC(C)NC(=O)CSc1ccccc1C(=O)NCc1ccc2c(c1)OCO2 | -4.6% | 1.1 | 64 | 13.5% | -0.1% | -8.3% | -9.0% | -0.2% | i | 51.3 | 7.8%
CCn1c(SCC(=O)Nc2ccccc2C(=O)OC)nc2c1c(=O)n(C)c(=O)n2C | -4.8% | / | / | -7.2% | / | 2.0% | / | -0.6% | / | / | -5.3%
CCOc1ccc(Nc2nc(Cl)nc(N3CCN(c4ccc(OC)cc4)CC3)n2)cc1 | -4.9% | 6.2 | 70 | 0.2% | 0.2% | 2.0% | 5.3% | -0.2% | i | 47.5 | 15.5%
N=c1c2c3c(sc2ncn1CCN1CCOCC1)CCCCC3 | 8.9% | 5.0 | 90 | -8.0% | -0.7% | 3.4% | -0.4% | -0.2% | i | 38.4 | -10.4%
Cc1cccc(C(=O)N/C(=C\c2ccc(C)o2)C(=O)O)c1 | 14.7% | 0.1 | 60 | -4.2% | 0.6% | 3.5% | -3.3% | 4.1% | i | 45.9 | 19.1%
O=[N+]([O-])c1cc(Cl)c2cccnc2c1O | 2.7% | 0.0 | 40 | -0.7% | 1.3% | -5.1% | 3.07µM* | -0.1% | i | 44.3 | 1.5%[20 µM]
CCN(C(=O)Cn1nc(C(=O)O)c2ccccc2c1=O)C1CCCCC1 | 0.4% | 1.9 | 28 | -4.2% | 0.2% | 5.0% | -4.9% | -0.4% | i | 25.2 | -5.3%
O=C(NCC1CCCO1)c1ccc2c(=O)n(Cc3cccc(Br)c3)c(=S)[nH]c2c1 (centres undefined) | 5.5% | 22.0 | 56 | -3.8% | 0.1% | -2.8% | 7.1% | 0.8% | i | 12.0 | -4.6%
CC(C)Cn1nnc2c(=O)oc3ccccc3c21 | 8.3% | 31.5 | 51 | 11.3% | / | 0.5% | -3.3% | -0.2% | i | 38.8 | -13.5%
CNC(=O)Cn1nc(C)c2ccccc2c1=O | -7.4% | -1.4 | 91 | -3.2% | 0.8% | -5.7% | 1.3% | -0.2% | i | 50.2 | 12.6%
O=C(CSc1ncc(-c2ccc(F)cc2)[nH]1)NCc1ccco1 | -0.2% | 1.1 | 49 | 6.6% | 0.8% | -0.2% | 2.8% | -0.3% | i | 33.5 | -23.8%
Cc1ccc(S(=O)(=O)N2CCN(c3ccc(S(=O)(=O)N4CCOCC4)cn3)CC2)cc1 | 13.6% | -0.2 | 47 | 13.2% | 0.2% | 2.8% | -6.7% | 0.0% | i | 13.6 | 32.8%
Cc1nn2c(nc(N3CCOCC3)c3ccccc32)c1C=C(C#N)C#N | 6.4% | 7.7 | 78 | 5.7% | 2.1% | -1.2% | 0.8% | 0.0% | i | 50.0 | 6.8%
COc1ccc(CCNC(=O)CCn2c(=O)[nH]c3cc(OC)c(OC)cc3c2=O)cc1OC | 8.6% | -0.2 | 91 | 7.3% | 1.3% | 2.1% | -9.5% | -0.1% | i | 33.2 | -18.4%
CCN1CCN(C(=O)C(N)Cc2ccccc2)CC1 (centres undefined) | 13.0% | 0.8 | 28 | -2.1% | 1.2% | -1.8% | 3.2% | 0.2% | i | 49.5 | -23.5%
CC1CC(C)CN(C(=O)CSc2nnc(-c3ccc(Cl)s3)o2)C1 (centres undefined) | 1.4% | 0.6 | 64 | -1.2% | -0.7% | -1.5% | -0.7% | -0.1% | i | 34.3 | -1.7%
O=C(CSc1nc(C2CC2)nc2ccccc12)Nc1ccccc1 | 6.8% | -1.1 | 37 | -11.0% | 1.9% | -5.7% | -0.2% | -0.3% | i | 32.9 | -6.3%
CCOC(=O)COc1ccc(C2CC(C)=NN2c2ccccc2)cc1 (centres undefined) | 5.3% | -0.1 | 44 | 13.3% | 0.8% | -4.6% | -6.4% | -0.7% | i | 53.5 | 15.3%
Cc1cccc(C)c1NC(=O)C1(C)c2cccc[n+]2CC(=O)N1Cc1cccs1 (centres undefined) | -0.9% | 0.1 | 82 | -16.9% | -1.6% | 8.0% | 0.5% | 0.1% | i | 49.8 | -4.1%
O=c1[nH]cnc2c1oc1ccccc12 | -4.2% | 1.6 | 82 | 11.7% | 0.4% | -2.9% | -6.3% | -0.3% | i | 12.7 | 6.1%
O=C(Nc1cccc(Cl)c1)NC1CC2CCC(C1)N2Cc1cccs1 (centres undefined) | 4.6% | 0.0 | 34 | 3.9% | -0.5% | 0.0% | -10.8% | -0.2% | i | 18.9 | -26.3%
O=C(Nc1ccccc1OC(F)F)C1CCCN1C(=O)c1cccs1 (centres undefined) | 16.5% | 0.2 | 47 | -18.3% | 0.1% | 4.0% | -1.7% | 0.3% | i | 45.0 | 1.9%
O=C(CNC(=O)c1cccc(F)c1)N/N=C/c1cc(Br)ccc1OCc1ccccc1 | 12.7% | 1.5 | 95 | / | -1.3% | 7.0% | -8.9% | 0.2% | i | 32.4 | -25.8%
CC(C)CC(NC(=O)c1ccccc1)C(=O)OCC(=O)Nc1ccc(Br)cn1 (centres undefined) | 5.6% | -0.8 | 62 | 9.9% | 0.2% | 0.4% | 1.5% | 0.4% | i | 9.2 | -15.5%
Cn1c(SCC(=O)N2CCCCC2)nc2cccnc21 | -11.4% | 3.5 | 82 | -14.2% | 0.0% | 1.3% | 3.5% | 0.1% | i | 28.3 | 32.3%
O=C(c1cccc([N+](=O)[O-])c1)n1nc(-c2ccccc2)nc1NCc1ccccc1 | 4.0% | / | / | -4.7% | 0.2% | 4.8% | -1.2% | -0.2% | i | 31.2 | 28.0%
CS(=O)(=O)N(Cc1ccc(Cl)cc1)c1ccc(C(=O)NCCSCc2ccco2)cc1 | -7.8% | 4.8 | 103 | -17.1% | 2.4% | -3.1% | 5.8% | 0.0% | i | 15.5 | -9.5%
COc1ccc2[nH]cc(CCNC(=O)Cc3ccc(F)cc3)c2c1 | -9.8% | 0.6 | 62 | 2.4% | -0.6% | -0.8% | 2.0% | -0.2% | i | 61.2 | 14.5%
COc1cc(/C=N/NC(=O)CN2CCOCC2)ccc1OCc1ccccc1 | 6.8% | -1.2 | 62 | -12.7% | -0.4% | 2.2% | 1.2% | -0.4% | i | 43.7 | -4.7%
COCCN(Cc1cc2cc(C)ccc2nc1Cl)C(=O)Nc1ccccc1C | 5.2% | -0.4 | 54 | 12.7% | -0.3% | 1.8% | -14.6% | -0.1% | i | 19.1 | 4.4%
COc1ccc(-c2n[nH]c(=S)n2/N=C/C=C\c2ccccc2OC)cc1 | 2.3% | 16.4 | 47 | 9.7% | -0.5% | -5.9% | 21.8% | -0.3% | i | 45.5 | 3.3%
O=C(Nc1nccc(-c2cccs2)n1)c1ccccc1Cl | 16.0% | 4.2 | 81 | -15.2% | 0.6% | 0.3% | -2.3% | 0.2% | i | 39.0 | -23.2%
CCOC(=O)CSc1n[nH]c(NC(=O)NC(C)C)n1 | 15.4% | 0.7 | 70 | -12.0% | -0.1% | 0.7% | -14.5% | -0.3% | i | 45.3 | -23.0%
O=C(O)C1=C(OCc2ccc(F)c(F)c2)C(=O)NCC1 | -9.0% | 0.1 | 76 | -10.8% | -0.4% | -0.4% | -6.2% | -0.1% | i | 52.1 | -35.5%[20 µM]
O=C(Nc1ccc(F)cc1)c1ccc2snnc2c1 | -1.2% | 2.2 | 52 | -2.8% | -0.1% | -2.6% | 16.8% | -0.2% | i | 25.3 | -13.2%
Cc1ccc(NC(=O)CCS(=O)(=O)c2ccc(Br)s2)cc1 | 3.1% | 2.3 | 40 | 5.5% | 0.6% | -2.4% | -1.5% | 0.1% | i | 37.8 | 7.2%
CC(=O)Oc1ccc(C2=NN(c3ccccc3)C(c3ccccc3)C2)cc1 (centres undefined) | 17.8% | 20.9 | 86 | 9.1% | -0.7% | 51.2% | -3.2% | -0.1% | i | 24.4 | 9.7%
COc1cc(C2C(C#N)=C(SC)NC3=C2C(=O)CCC3)ccc1O (centres undefined) | 0.0% | 0.3 | 60 | -0.2% | -0.2% | -1.8% | -3.6% | 0.3% | i | 35.9 | 1.2%
O=C(/C=C/c1c(Cl)cccc1Cl)Nc1ccncc1 | 4.5% | 1.1 | 68 | -16.8% | -0.5% | 1.3% | -14.9% | -0.1% | + | 6.3* | -49.1%
Cc1cccn2c(=O)c(C=O)c(N3CCC4(CC3)OCCO4)nc12 | -1.8% | -0.3 | 51 | 2.4% | 0.8% | -2.3% | 2.4% | -0.1% | i | 15.9 | 20.5%
